SIAE primary: human SIAE inhibitors, primary screen, biochemical, fluorescence polarization, FP-Rh probe, 1536-well HTS; Sialate O-acetylesterase (Homo sapiens), Q9HAT2; inhibition, % at 9.66 µM; SIAE FP-Rh probe binding; actives 0.69% (n = 370,000);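 active = inhibition above a cutoff: mean of compounds within the control limits plus 3 SD of those, cut at about 17% in these data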;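 also: 0% = plate median of compound wells and 100% = probe without SIAE protein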
LEDGF integ inh: blockers of LEDGF/p75-dependent integrase strand transfer – biochemical, TR-FRET, high throughput, primary screen; TR-FRET IN-LEDGF/p75 DNA integration, Eu/Cy5; inhibition, % at 3.7 µM; HIV-1 integrase (with human LEDGF/p75); AID 743269, 2014; actives 0.64% (n = 370,000);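 active = inhibition above the screen-wide mean plus 3 SD, cut at about 13% in these data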;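 also: signal is the Cy5 over europium emission ratio at 671 and 618 nm; 0% = plate median of compound wells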
TCR-CD3 inh: inhibitors of human TCR-CD3 interaction, primary screen, biochemical, fluorescence, TAMRA-labeled TCR probe; T-cell receptor (TCR); inhibition, % at 9.4 µM; actives 0.37% (n = 360,000); AID 651800, 2012; in the data active = inhibition above about 19%;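 also: recombinant mutant TCR 2C K166C tagged with TAMRA read by polarization; 0% = receptor in buffer alone and 100% = receptor with positive control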
UHRF1 MBD2 ctr: UHRF1 methylated DNA binding inhibitors, primary screen, counter-screen for MBD2 inhibitor project, biochemical, TR-FRET, human UHRF1, single concentration. UHRF1 binding to methylated oligo. E3 ubiquitin-protein ligase UHRF1 (Homo sapiens), Q96T88. actives 0.75% (n = 370,000). inhibition, % at 4.4 µM; in the data active = inhibition above about 21%;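 also: UHRF1 SRA domain binding a hemimethylated CpG hairpin DNA probe; 0% = median of test compound wells and 100% = reference inhibitor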
HTRA1 inhibitor: HTRA1 serine protease inhibitors, primary screen, biochemical, fluorescence polarization, HTS. actives 0.5% (n = 340,000). inhibition, % at 5.96 µM. recombinant HTRA1, FP-rhodamine activity-based probe. Q92743; in the data active = inhibition above about 36%;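 also: 0% = enzyme with DMSO and 100% = wells lacking enzyme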
DDE Tn7 FP inh: inhibitors of Tn7 peptide binding to fibrin DD(E), primary screen, biochemical, fluorescence polarization, human fibrin, Tn7 probe. Fibrinogen beta chain (Homo sapiens), P02675. FP displacement of FITC-Tn7 peptide from fibrin DD(E); 0% = median of compound wells per plate. inhibition, % at 8.3 µM. actives 0.13% (n = 370,000). AID 720508, 2013;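 active = inhibition above the mean of compounds falling within the control limits plus 3 SD of them, cut at about 14% in these data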;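 also: 0% = plate median of compound wells and 100% = 10 µM Aha-Tn7 peptide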
Target sequence (P02675 whole entry, looked up): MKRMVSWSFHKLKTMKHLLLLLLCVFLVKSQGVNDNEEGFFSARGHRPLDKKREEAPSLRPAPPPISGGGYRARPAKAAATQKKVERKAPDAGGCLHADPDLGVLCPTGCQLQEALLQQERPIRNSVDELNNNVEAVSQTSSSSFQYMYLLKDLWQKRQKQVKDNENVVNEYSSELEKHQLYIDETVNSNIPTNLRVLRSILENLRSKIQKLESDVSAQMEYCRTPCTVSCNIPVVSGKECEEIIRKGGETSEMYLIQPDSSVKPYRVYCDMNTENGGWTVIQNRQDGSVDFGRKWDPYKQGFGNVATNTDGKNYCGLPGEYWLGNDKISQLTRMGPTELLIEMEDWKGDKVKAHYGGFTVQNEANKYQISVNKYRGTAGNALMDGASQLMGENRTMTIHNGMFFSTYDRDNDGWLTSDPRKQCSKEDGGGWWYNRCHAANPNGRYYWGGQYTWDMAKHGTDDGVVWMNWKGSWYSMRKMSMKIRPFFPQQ
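system = human fibrin DD(E) protein | quantity = DD(E) 2 µM final | medium = Tris/NaCl/CaCl2 buffer, pH 7.8 | also added = labelled Tn7 tracer, 0.1 µM | compound dosing = single point at 8.3 µM | timing = compound with protein 10 min, then 3 h after probe, room temperature | signal = FP measurement | benchmarks = Aha-Tn7 high control | repeats = one replicate per compound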
PRMT1 inh: PRMT1 methyltransferase inhibitors, primary screen, biochemical, fluorescence polarization. actives 1.3% (n = 370,000). inhibition, % at 2.79 µM. AID 652257, 2013. recombinant PRMT1, activity-based probe fluorescence polarization;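 active = inhibition above about 21% made by adding two undisclosed values, limit read from the data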
TDP2 absorb: human TDP2 enzyme inhibitors, primary screen, biochemical, epi absorbance, recombinant enzyme; Tyrosyl-DNA phosphodiesterase 2 (Homo sapiens), O95551; T5PNP hydrolysis, p-nitrophenol absorbance 415 nm; inhibition, % at 12.8 µM; actives 0.34% (n = 370,000); AID 720702, 2013;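 active = inhibition above the mean of all tested compounds plus 3 SD, set per campaign, cut at about 25% in these data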;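 also: 0% = DMSO with enzyme and 100% = buffer with substrate but no TDP2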
Target sequence (O95551 whole entry, looked up): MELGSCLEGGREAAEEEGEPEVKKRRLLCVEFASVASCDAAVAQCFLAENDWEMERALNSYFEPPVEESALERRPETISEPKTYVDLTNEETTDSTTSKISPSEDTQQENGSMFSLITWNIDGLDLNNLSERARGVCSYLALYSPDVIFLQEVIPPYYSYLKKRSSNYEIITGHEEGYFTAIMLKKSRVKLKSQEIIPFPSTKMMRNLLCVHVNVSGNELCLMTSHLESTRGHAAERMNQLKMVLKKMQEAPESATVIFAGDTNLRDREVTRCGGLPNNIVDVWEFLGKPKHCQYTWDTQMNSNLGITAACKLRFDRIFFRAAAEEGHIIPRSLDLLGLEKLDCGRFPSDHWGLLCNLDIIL
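Test system: human TDP2 enzyme; Input: 120 nM TDP2 per well; Buffer or medium: Mg2+-containing Tris-HCl buffer, pH 7.5; Reagent: 5 mM T5PNP; Dosing: 12.8 µM single point, 1% DMSO; Incubation: reaction 2 h, 37 °C; Detection: p-Nitrophenol epi absorbance; Read-out: % inhibition relative to enzyme-containing and enzyme-free wells; Replicates: single well per compound.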
PG9 Ab binder: binders of HIV-1 gp120 antibody PG9, primary screen, biochemical, TR-FRET | actives 0.43% (n = 360,000) | HIV-1 gp120 / PG9 antibody interaction | TR-FRET gp120-PG9 antibody binding | AID 624416, 2012 | inhibition, % at 6.7 µM; in the data active = inhibition above about 8.5%
ABHD4 inh: ABHD4 inhibitors, primary screen, biochemical, fluorescence polarization, mouse | inhibition, % at 8.92 µM | purified mABHD4, FP-Rh probe fluorescence polarization | AID 720543, 2013 | (Lyso)-N-acylphosphatidylethanolamine lipase (Mus musculus), Q8VD66 | actives 0.54% (n = 370,000);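 active = inhibition exceeding the mean over every tested compound plus 3 SD, cut at about 30% in these data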;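 also: 0% = plate median of compound wells and 100% = S159A mutant with DMSO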
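Assay system: mouse ABHD4 enzyme, wild type / Also added: fluorescent activity-based probe FP-Rh / Doses: single nominal dose of 8.92 µM, 0.89% DMSO final / Timing: 45 min compound pre-incubation plus 60 min probe step, 25 °C / Signal: FP readout, ex 525 nm / em 598 nm / Control set: S159A mutant/DMSO as 100%, compound-well median as 0%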
* marks the source's active call; other numbers are inactive results; / = not tested or not shown.

cpd	smiles	SIAE primary	LEDGF integ inh	TCR-CD3 inh	UHRF1 MBD2 ctr	HTRA1 inhibitor
1	Cc1ccc(/C=N/N2CCN(c3ccccc3)CC2)cc1	10	-6	0	10	3
2	C[C@H](CO)N1C[C@H](C)[C@H](CN(C)S(=O)(=O)c2ccc(C#N)cc2)OCc2cnnn2CCCC1=O	3	-8	4	-1	6
3	O=C(/C=C/c1ccco1)N1CCCC(c2ccccc2)C1 (centres undefined)	-3	-3	6	1	-7
4	CCCCN(C(=O)C1CCN(C(=O)c2ccccc2C)CC1)c1c(N)n(CCCC)c(=O)[nH]c1=O	-4	4	-5	1	1
5	CCCCCCN1C[C@H](n2cc(C3CC3)nn2)[C@@H](O)C[C@@H]1c1ccc(OC)cc1	-5	1	0	0	-28
6	Cc1noc(NC(=O)c2ccccc2Cl)c1C#N	3	-2	5	0	2
7	CCN1CCN(CC(=O)c2c[nH]c3ccccc23)CC1	1	6	3	-3	-1
8	CN(C)c1ccc(Sc2ccc3nc(N)nc(N)c3c2)cc1	7	0	-4	1	10
9	CC(C)Cc1nn2c(=O)cc(CSCC(=O)Nc3ccccc3F)nc2s1	2	0	-3	0	6
10	CCN(CC)C1=NC=CC(c2ccccc2)=CC1C (centres undefined)	28*	1	-5	1	2
11	COc1cc(NC(=S)NCc2ccc(S(N)(=O)=O)cc2)c(OC)cc1Cl	10	-2	8	-1	-3
12	COc1ccc2cc(CN(CC3CCCO3)C(=S)Nc3ccccc3)c(=O)[nH]c2c1 (centres undefined)	7	4	5	12	-19
13	CSc1ncc(C(=O)Nc2ccc(Br)cn2)c(C)n1	5	12	3	0	5
14	CCOC(=O)Cc1csc(NC(=O)COC(=O)/C=C/c2ccc(OC)cc2)n1	-1	-8	-7	-2	-8
15	O=C(NC(=S)Nc1ccc2c(c1)OCCO2)c1cccc2ccccc12	-11	-1	5	2	-39

cpd	DDE Tn7 FP inh	PRMT1 inh	TDP2 absorb	PG9 Ab binder	ABHD4 inh
1	0	0	4	-0.8	6
2	3	-11	-7	0.0	-4
3	7	7	-7	-2.1	0
4	3	0	-12	-1.8	-10
5	8	-4	-1	0.8	-10
6	0	-2	10	-1.3	-5
7	-14	-2	-4	-1.8	9
8	-4	-4	-5	-4.3	23
9	-1	-9	-5	-0.2	1
10	-4	-2	5	0.4	-7
11	6	2	1	-2.2	-1
12	4	-7	1	-0.8	-2
13	0	1	-2	-0.7	-5
14	-1	-1	-5	-2.6	-10
15	3	-4	-9	-2.6	-19

Next part
cpd	smiles	SIAE primary	LEDGF integ inh	TCR-CD3 inh	UHRF1 MBD2 ctr	HTRA1 inhibitor
16	Cc1nc(NCCN2CCOCC2)c2nnn(Cc3ccccc3Cl)c2n1	9	-4	4	-2	-3
17	O=C(/C=C/c1ccccc1)NC(=S)N1CCSCC1	1	6	3	4	4
18	COC(=O)c1ccc(N2C(=O)C3CC(C)=C(C)CC3C2=O)cc1 (centres undefined)	2	5	5	-2	-1
19	Cc1ccc(OCC(=O)N/N=C/c2ccncc2)cc1	4	-1	5	-3	0
20	COc1ccc(CCNS(=O)(=O)c2cnc(Cl)c(Br)c2)cc1OC	-4	1	4	0	3
21	Cc1ccc(C(=O)N2CCCc3ccccc32)c(Cl)c1	-5	38*	8	4	1
22	Nn1c(SCC(=O)Nc2cccc3ccccc23)nnc1-c1cc(-c2ccccc2)n[nH]1	-2	-3	/	1	/
23	O=S1(=O)c2ccc(Br)cc2OC[C@H](Cc2ccccc2)N1Cc1cn(Cc2ccc(F)cc2)nn1	1	6	/	3	/
24	CC1CCC(=O)N(CCC#N)CC1 (centres undefined)	0	-3	-2	1	-1
25	CCCCCNC(=O)C(CCc1ccccc1)n1c(=O)c(-c2ccccc2)nc2ccccc21 (centres undefined)	-7	2	1	-2	/
26	COCCCNC(NC(=O)c1ccc(C)cc1)C(Cl)(Cl)Cl (centres undefined)	0	0	-3	-1	-7
27	CCCCC1(Cc2cccc([N+](=O)[O-])c2)C(=O)N(c2ccccc2)N(c2ccccc2)C1=O	1	-1	-2	-1	-12
28	O=[N+]([O-])c1ccccc1Nc1nc(-c2cccnc2)cs1	2	2	-4	-6	1
29	COCCCn1c(=O)c2ccccc2n(Cc2ccccc2C)c1=O	-1	6	-7	-2	3
30	CN(C)S(=O)(=O)c1cc(NC(=O)COC(=O)CC2CC3CCC2C3)ccc1Cl (centres undefined)	-11	-7	3	1	-28

cpd	DDE Tn7 FP inh	PRMT1 inh	TDP2 absorb	PG9 Ab binder	ABHD4 inh
16	0	1	15	-4.4	-4
17	2	-3	-15	-0.3	-2
18	-1	-1	7	1.0	3
19	-4	0	7	-1.1	-2
20	-6	-2	6	-0.5	0
21	-1	0	0	-2.4	-7
22	6	4	1	/	2
23	-5	0	-16	/	-6
24	-3	-4	3	-0.4	1
25	-11	4	-8	-0.5	-7
26	0	-3	2	0.4	-5
27	6	0	3	1.2	-7
28	-1	-2	-13	-2.4	6
29	7	-5	-2	-2.3	1
30	-6	-1	-10	-0.1	-2

Remaining list, next part.
cpd	smiles	SIAE primary	LEDGF integ inh	TCR-CD3 inh	UHRF1 MBD2 ctr	HTRA1 inhibitor
31	O=C(/C=C/c1ccc(N2CCOCC2)cc1)c1ccccc1	6	-3	11	3	-6
32	CC(C)(C)OC(=O)NC(Cc1ccccc1)C(=O)O (centres undefined)	-8	-1	-1	-1	4
33	Cc1nc(N)[nH]c(=O)c1CCCNS(=O)(=O)c1ccc([N+](=O)[O-])cc1	1	6	6	0	-3
34	CC(=O)c1sc(NC(=O)CSCc2c(C)noc2C)nc1-c1ccccc1	-7	2	-5	4	-6
35	c1ccc(-n2nnnc2N2CCOCC2)cc1	-1	2	-5	9	4
36	CC12CC3CC(C)(C1)CC(C(=O)NCc1ccco1)(C3)C2	-2	-1	3	-1	-6
37	CC[C@H](C)[C@@H](C(=O)NCCCCCCCCCCC(=O)N1CCNCC1)n1cc(CCCCN=C(N)N)nn1	1	-2	-2	2	-9
38	Oc1ccc(/C=N/Nc2ccc3ccccc3c2)c(O)c1	21*	-5	0	-5	28
39	COc1ccc(C2c3ccc(O)cc3Oc3ncn(CC(C)C)c(=N)c32)cc1 (centres undefined)	14	0	-4	9	-7
40	Nc1cc(=O)nc(SCc2ccccc2)n1Cc1ccco1	-1	0	10	-2	8
41	COc1ccccc1NC(=O)c1ccc(S(=O)(=O)N2CCCC(C)C2)cc1 (centres undefined)	-9	-1	1	0	-17
42	Nc1nc2ncc(CNc3ccc(C(=O)N[C@@H](CCC(=O)O)C(=O)O)cc3)nc2c(=O)[nH]1	8	-1	2	-2	1
43	OCCNCC(O)Cn1ccc2ccccc21 (centres undefined)	2	1	3	0	5
44	O=C(CCCOc1ccc(Cl)cc1Cl)n1nnc2ccccc21	0	2	-1	2	-1
45	CCCCCCCN(c1ccccc1)C1C[C@H]2CCCC(=O)N3CC[C@@H](C1)[C@@H]23 (some centres undefined)	6	-1	7	0	/

cpd	DDE Tn7 FP inh	PRMT1 inh	TDP2 absorb	PG9 Ab binder	ABHD4 inh
31	-1	-3	-1	-0.7	0
32	0	3	-3	0.2	1
33	-1	-2	-3	0.1	0
34	-3	-1	2	2.1	-4
35	0	-1	10	0.1	-1
36	-1	-2	-9	-0.6	-3
37	4	2	0	0.3	5
38	-1	9	6	-1.3	17
39	4	1	18	-0.6	1
40	2	2	7	0.5	-2
41	-4	0	10	-2.0	-10
42	5	-4	5	-1.0	-1
43	-3	-2	10	-2.0	-3
44	3	-1	3	-1.3	5
45	4	0	-7	-0.7	13

A different layout for some results above:
Each structure is followed by: SIAE primary	LEDGF integ inh	TCR-CD3 inh	UHRF1 MBD2 ctr	HTRA1 inhibitor	DDE Tn7 FP inh	PRMT1 inh	TDP2 absorb	PG9 Ab binder	ABHD4 inh
35. c1ccc(-n2nnnc2N2CCOCC2)cc1
    -1	2	-5	9	4	0	-1	10	0.1	-1
37. CC[C@H](C)[C@@H](C(=O)NCCCCCCCCCCC(=O)N1CCNCC1)n1cc(CCCCN=C(N)N)nn1
    1	-2	-2	2	-9	4	2	0	0.3	5
45. CCCCCCCN(c1ccccc1)C1C[C@H]2CCCC(=O)N3CC[C@@H](C1)[C@@H]23 (some centres undefined)
    6	-1	7	0	/	4	0	-7	-0.7	13
36. CC12CC3CC(C)(C1)CC(C(=O)NCc1ccco1)(C3)C2
    -2	-1	3	-1	-6	-1	-2	-9	-0.6	-3
33. Cc1nc(N)[nH]c(=O)c1CCCNS(=O)(=O)c1ccc([N+](=O)[O-])cc1
    1	6	6	0	-3	-1	-2	-3	0.1	0
43. OCCNCC(O)Cn1ccc2ccccc21 (centres undefined)
    2	1	3	0	5	-3	-2	10	-2.0	-3

Next part
cpd	smiles	SIAE primary	LEDGF integ inh	TCR-CD3 inh	UHRF1 MBD2 ctr	HTRA1 inhibitor
46	CCCCNc1ncnc2c1cnn2-c1ccc(C)cc1C	8	3	-4	-1	3
47	COc1ccccc1NS(=O)(=O)c1cccc(C(=O)NNC(=O)c2ccc(O)c(Cl)c2)c1	2	-2	-1	0	1
48	Cc1ccc2nc(CSc3nnc(Cc4cccs4)n3C3CCCCC3)cc(=O)n2c1	0	1	-2	3	4
49	Clc1ccc([C@H]2OC[C@@]3(CNCc4ccc5c(c4)OCO5)CS[C@H](c4ccc(Cl)cc4)N23)cc1	2	3	/	4	/

cpd	DDE Tn7 FP inh	PRMT1 inh	TDP2 absorb	PG9 Ab binder	ABHD4 inh
46	3	-6	-8	-0.9	-2
47	3	-1	3	0.4	1
48	1	2	-4	3.2	-1
49	7	4	-8	/	-33

Screens (PubChem)

This is a random part of the collection. Share with any hit: about 4.2%.
